AmpC inh no detg: AmpC beta-lactamase inhibition without detergent; actives 0.52% (n = 330,000); AmpC nitrocefin hydrolysis, absorbance 480 nm, 0.0001% Triton; Potency, µM (highest dose often 57.1 µM), inactives show at the highest dose activity change, negative = inhibition, hits mostly inhibitors; P00811;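 further: potency means the concentration at half of the fitted maximal effect; plate controls were no compound for no effect and no enzyme for full effect; nearly all actives have a fitted effect of over 20% in size; some results filed as inactive show a strong effect at the top dose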
Target sequence (P00811 whole entry, looked up): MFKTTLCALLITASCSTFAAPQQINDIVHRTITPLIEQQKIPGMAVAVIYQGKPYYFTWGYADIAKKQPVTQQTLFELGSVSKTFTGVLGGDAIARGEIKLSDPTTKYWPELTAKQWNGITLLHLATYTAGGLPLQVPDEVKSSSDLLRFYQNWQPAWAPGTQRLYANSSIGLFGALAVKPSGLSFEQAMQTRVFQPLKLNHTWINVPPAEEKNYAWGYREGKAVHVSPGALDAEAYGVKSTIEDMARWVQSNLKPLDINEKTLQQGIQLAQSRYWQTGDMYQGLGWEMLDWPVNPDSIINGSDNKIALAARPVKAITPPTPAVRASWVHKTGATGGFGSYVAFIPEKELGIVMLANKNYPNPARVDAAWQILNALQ
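AmpC (5.3 nM in the dispensed reagent) in 20 mM phosphate pH 7.0 with 0.01% (detergent screen) or 0.0001% Triton X-100 was preincubated with compounds for 15 min at room temperature. Nitrocefin was then added from an 800 uM solution, and hydrolysis was followed at 480 nm.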
AmpC inh detg: blocks E. coli AmpC beta-lactamase in detergent assay | AID 485294 | actives 0.041% (n = 370,000) | AmpC hydrolysis of nitrocefin, absorbance 480 nm, 0.01% Triton | P00811 | Potency, µM (doses to about 114 µM), for the others: top-dose activity change, negative = inhibition, actives largely listed as inhibitors;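 further: potency means the concentration at half of the fitted maximal effect; 0% = no-compound wells and -100% = no-enzyme wells; nearly all actives have a fitted effect of over 25% in size; some results filed as inactive show a strong effect at the top dose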
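AmpC (5.3 nM in the dispensed reagent) in 20 mM phosphate pH 7.0 with 0.01% (detergent screen) or 0.0001% Triton X-100 was preincubated with compounds for 15 min at room temperature. Nitrocefin was then added from an 800 uM solution, and hydrolysis was followed at 480 nm.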
Sm TGR block: S. mansoni TGR enzyme inhibition | AID 485364 | purified TGR, DTNB reduction, TNB absorbance 405 nm | Potency, µM (titrated, usually from 114 µM), inactives show at the highest dose activity change, negative = inhibition, hits mostly inhibitors | Q962Y6 | actives 3% (n = 360,000); further: potency means the concentration at half of the fitted maximal effect; nearly all actives have a fitted effect of over 60% in size
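First, TGR (20 nM dispensed) and NADPH were mixed with compound. Second, a 15 min room-temperature incubation followed. Third, further NADPH and then DTNB were added to start the reaction. Finally, TNB absorbance was monitored kinetically.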
HCMV antiviral: blocks human cytomegalovirus replication; activity change, negative = inhibition, % at 57.5 µM; HFF cells, HCMV-luciferase reporter, 72 h; stronger effect = lower value; actives 4.5% (n = 410,000); in the data active means activity change below about -60%; inconclusive means no clear call, values can overlap the other calls; inactive means above about -39%
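Two compound doses tested in HFFs infected with HCMV-luciferase, MOI 1 PFU/cell, 72 h at 37C. Lysate luminescence read with OneGlo; data normalized against buffer-only and 10uM Salinomycin inhibitor controls.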
Giardia FBPA inh: inhibitors of Giardia lamblia fructose-1,6-bisphosphate aldolase. A8B2U2. purified Giardia FBPA. Potency, µM (highest dose often 59.6 µM), inactives show at the top dose activity, negative = inhibition, usual class: inhibitors. actives 0.71% (n = 290,000). AID 2451; further: potency means the concentration at half of the fitted maximal effect; nearly all actives have a fitted effect of over 55% in size
Target sequence (A8B2U2 whole entry, looked up): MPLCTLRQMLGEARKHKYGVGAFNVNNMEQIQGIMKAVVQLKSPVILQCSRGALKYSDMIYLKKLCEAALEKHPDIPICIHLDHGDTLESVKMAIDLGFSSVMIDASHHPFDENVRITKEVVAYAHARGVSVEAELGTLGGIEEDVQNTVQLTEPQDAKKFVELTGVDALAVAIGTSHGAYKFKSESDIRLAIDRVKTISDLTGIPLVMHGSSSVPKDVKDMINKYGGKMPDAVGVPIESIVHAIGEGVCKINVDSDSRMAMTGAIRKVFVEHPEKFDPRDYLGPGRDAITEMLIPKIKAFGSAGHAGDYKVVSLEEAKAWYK
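Giardia FBPA (40 nM reagent) was preincubated 10 min at RT with compound (up to 57.5 uM final), then substrate plus GAPDH/TPI/NAD/arsenate coupling system with diaphorase/resazurin was added; resorufin fluorescence (525/598 nm) was read after 20 min.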
HCV inhibitor: blocks hepatitis C virus; Potency, µM (highest dose often 41.8 µM), for inactives: at the top dose activity change, negative = inhibition, actives largely listed as inhibitors; Huh7.5.1 HCVcc-Cre infection, luciferase reporter, 44 h; actives 3.4% (n = 340,000); further: potency means the concentration at half of the fitted maximal effect
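Whole-lifecycle infectious HCVcc-Cre system; cells 1,000/well, compound then virus (~0.5 moi) added 4 h after plating, 44 h culture. Luciferase read 15 sec following 15 min substrate incubation, room temp.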
* = called active by the depositor; ? = inconclusive; / = not tested or not shown; & = joins results of further samples; ! = repeats disagree; [ ] = remark or other dose. Unless noted, the call rests on the fitted dose curve; in most records, active means well fitted curve in the direction sought with a large enough effect; inconclusive means small, poorly fitted or top-dose-only effect, or another doubt; inactive means no such curve, though single readings can be large; an effect the other way counts as inactive or inconclusive. Unless noted, on the % scale 0 is the no-effect control and ±100 the full control effect. Random draw from the library (roughly 9.9% active in at least one column).

SMILES | AmpC inh no detg | AmpC inh detg | Sm TGR block | HCMV antiviral | Giardia FBPA inh | HCV inhibitor
COc1cc2c(cc1OC)C(C(=O)Nc1cc(OC)c(OC)c(OC)c1)C(c1cccnc1)N(C)C2=O (stereo not drawn) | -1% | ? | 3% | -5 | 3% | 7%
COc1ccc(NC(=O)C(Cc2cc(C)cc(C)c2)C(C)C(=O)O)cc1 (stereo not drawn) | -25% | -17% | 4% | -30 | 9% | 17%
C[C@H]1CN([C@@H](C)CO)C(=O)c2cc(NS(=O)(=O)c3ccc(Cl)cc3)ccc2O[C@@H]1CN(C)CC1CCCCC1 | 165%[activator] | / | / | -24 | / | -3%
CC1CCN(S(=O)(=O)c2ccc3c(c2)c(=O)c(C(=O)NC(C)c2ccccc2)cn3C)CC1 (stereo not drawn) | / | -2% | -14% | -10 | / | /
O=C(/C=C/c1ccc([N+](=O)[O-])o1)NNC(=O)c1ccc(F)cc1 | -28% | 0% | 11µM* | -100* | / | 14µM*
COc1ccc2nc(/N=C/c3c(O)n(-c4cccc(Cl)c4)c(=O)[nH]c3=O)sc2c1 | -35% | -12% | -21% | 129 | 0% | -2%
Cc1ccc(S(=O)(=O)C(CNS(=O)(=O)c2ccc(F)c(C)c2)c2cccs2)cc1 (stereo not drawn) | / | 0% | 0.63µM* | -7 | / | /
COc1ccc(CC(=O)N2CCN(c3cccc(C)c3C)CC2)cc1 | 32% | -5% | -1% | 10 | 7% | -27%
C=CCn1c(SCC(=O)N(CC)CC)nc(O)cc1=O | -28% | -2% | 9% | -20 | 0% | 8%
CC(C)(C)C1CCc2c(C(=O)NNC(=O)/C=C/C(=O)O)csc2C1 (stereo not drawn) | -19% | ? | ? | 7 | 19% | -5%
COc1cccc(N2CCN(C(=S)Nc3ccc(F)cc3)CC2)c1 | -23% | ? | -29% | -14 | 3% | 6%
CCNc1nc(NC(C)C)nc(Oc2ccc(OCCOc3ccccc3)nn2)n1 | 41% | -14% | 1% | 100 | 0% | -3%
Cc1ccc(OCC(=O)Nn2cnnc2)c(Br)c1 | -25% | -1% | 5% | -18 | 0% | 33%[activator]
CCCn1nc(C(=O)Nc2cccc(S(=O)(=O)N(C)c3ccccc3)c2)c2ccccc2c1=O | -31% | / | / | 18 | / | ?
COCC(=O)N(C)C1(c2nnnn2CCOC(=O)Nc2cccc3ccccc23)CCCC1 | 6% | ? | -8% | / | -5% | 7%
CCOC(=O)c1[nH]c(C(=O)O)c(CCC(=O)OC)c1C | -6% | 1% | 5% | -2 | 0% | 23%
COc1ccc(-n2c(COc3cccc4cccnc34)nnc2SCC(=O)O)cc1 | -1% | -7% | 14% | 4 | 1% | 8%
C/C(CC(=O)NC12CC3CC(CC(C3)C1)C2)=N\NC(=O)c1ccc(F)cc1 | 1% | -10% | 1% | -7 | -7% | 0%
O=C(NCCC1=CCCCC1)C1CCN(C(=O)c2ccc(Cl)cc2)CC1 | 112%[activator] | -3% | 0% | 4 | 0% | -17%
COc1ccc(N(CC(C)C)S(=O)(=O)c2nnc(NC(=O)c3ccco3)s2)cc1 | -48% | 0%&16% | ? | 16&15 | / | 13%

Compound profiles (already shown). Values in the order: AmpC inh no detg | AmpC inh detg | Sm TGR block | HCMV antiviral | Giardia FBPA inh | HCV inhibitor
`COc1ccc(N(CC(C)C)S(=O)(=O)c2nnc(NC(=O)c3ccco3)s2)cc1` across the screens: -48% | 0%&16% | ? | 16&15 | / | 13%
`CCCn1nc(C(=O)Nc2cccc(S(=O)(=O)N(C)c3ccccc3)c2)c2ccccc2c1=O` across the screens: -31% | / | / | 18 | / | ?
`COCC(=O)N(C)C1(c2nnnn2CCOC(=O)Nc2cccc3ccccc23)CCCC1` across the screens: 6% | ? | -8% | / | -5% | 7%

(list continues)
SMILES | AmpC inh no detg | AmpC inh detg | Sm TGR block | HCMV antiviral | Giardia FBPA inh | HCV inhibitor
O=c1[nH]cnc(O)c1N=Nc1ccccc1 | -4% | -7% | -17% | -14 | -8% | 14%
CC1CCCN(C(=S)Nc2ccc(Nc3ccccc3)cc2)C1 (stereo not drawn) | -43% | 9% | 16% | -20 | ? | ?
O=C(CCN1CCOCC1)c1ccccc1 | -9% | ? | 0% | ? | -8% | 4%
O=C(CCNS(=O)(=O)c1cccc2nsnc12)Nc1ccc2c(c1)OCCO2 | -13% | 0% | -31% | -4 | -11% | -1%&1%
CN(CCO)Cc1csc2ccc(Br)cc12 | -24% | 1% | -21% | 30 | -10% | -4%
O=C(Cn1ncc2c3ccccc3n(Cc3ccccc3)c2c1=O)N1CCN(c2ccccn2)CC1 | 10% | -8% | 0% | / | -11% | -11%
Cc1cccc(-c2n[nH]c([N+](=O)[O-])n2)c1 | -17% | ? | -2% | 68 | -3% | -5%
CCN(CC)S(=O)(=O)c1ccc(N2CCCC2)c(NC(=O)c2ccc(OC)cc2OC)c1 | 44% | -2% | ? | -34 | -2% | ?
COc1cc(C(=O)Nc2ccc3c(c2)N(C(=O)CCN(C)C)c2ccccc2CC3)cc(OC)c1OC | 187%[activator] | 3% | 9% | 143 | -4% | ?
COc1cc(/C=C/C(=O)OCC(=O)NC2CCS(=O)(=O)C2)ccc1OC(F)F (stereo not drawn) | -2% | -5% | -4% | 17 | / | 13%
CCOc1ccccc1N1CC(O)=C(c2nc3ccccc3s2)C1=N | -33% | 3% | -2% | -8 | ? | ?
O=C(c1ccc(CNc2c(N3CCOCC3)c(=O)c2=O)cc1)N1CC=C(c2ccccc2)CC1 | 17% | -9% | -21% | 16 | -1% | 8%
COc1ccccc1C(=O)Nc1ccc(N2CCN(S(C)(=O)=O)CC2)cc1 | 27% | 2% | 5% | 47 | 1% | 6%
O=c1c2ccccc2nc(/C=C/c2ccc(Cl)cc2)n1CCO | 67%[activator] | 6% | 3% | ? | 1% | ?
CC(C)c1cc(NC(=O)C(C)(C)C)cc(C(C)C)c1O | -4% | ? | -3% | -14 | -1% | -17%
CC(C)CN(c1ccccc1)S(=O)(=O)c1nnc(NC(=O)c2ccco2)s1 | 26% | -5%&-5% | 35µM*! | ? | 17% | 9%
COC(=O)c1n[nH]c2ccccc12 | -10% | -24% | -12% | 88 | 0% | 22%
Cn1c2c(c(=O)n(C)c1=O)C(c1ccc(F)cc1)C(C#N)=C(N)O2 (stereo not drawn) | -7% | ? | -22% | -17 | -6% | 28%
CN1C(=O)Cc2cc(S(=O)(=O)NCc3cccs3)ccc21 | -10% | -8% | -1% | 6 | 1% | -12%
Cc1ccc(S(=O)(=O)NCCC(c2ccccc2)c2ccccc2)cc1C(=O)O | -20% | 2% | 13% | ? | 23% | 15%
COc1ccccc1Oc1c(C)oc2cc(OC(=O)c3ccco3)ccc2c1=O | -7% | -14% | -17% | 58 | -6% | 5%
COc1ccc(Cn2c(C3CC3)nc3ccc(NC(=O)C4CC4)cc3c2=O)cc1 | 22% | -11% | -3% | 5 | -3% | ?
CCOC(=O)c1cccc(NC(=O)c2oc3c(c2C)-c2[nH]ncc2CC3)c1 | / | 18% | -6% | 59 | / | /
CCOC(=O)N1CCN(C(=O)CS(=O)(=O)Cc2nc(-c3ccccc3F)oc2C)CC1 | 29% | -12% | -30% | -5 | -4% | 2%
Cc1ccc(-c2cnc(SCC(=O)N3CCCc4ccccc43)n2C)cc1 | 0% | 4% | 7% | -37 | -2% | 8%
Cc1ccc(OCCSc2nnc(-c3ccncc3)n2C)cc1 | 25% | ? | 0% | ? | 0% | -2%
CC(C)(C)OC(=O)N1CCC(CNC(=O)c2ccc(F)cc2)CC1 | 8% | 1% | -19% | 0 | 1% | 0%
O=C(COC(=O)c1ccc(-c2nnc(-c3ccccc3)o2)cc1)c1ccccc1 | -10% | -2% | 2% | 74 | 4% | 17%
Cc1ccc(NC(=O)c2oc3c(c2C)C(=O)CC(C)(C)C3)cc1 | -1% | ? | 2% | 11 | 12% | ?
Cc1ccc(C(=O)C2=C(O)C(=O)N(Cc3ccco3)C2c2cccc(Cl)c2)o1 (stereo not drawn) | -53% | 0% | 50µM* | 11 | / | 20%
CCC1COCCS(=O)(=O)N1Cc1ccccc1C (stereo not drawn) | 14% | -5% | -6% | -4 | -11% | -17%[8.37 µM]
O=C(O)CSc1nc2ccc(NC(=O)COc3ccc(Cl)cc3)cc2s1 | / | 16% | -1% | 50 | / | /
CC(C)CC(NS(=O)(=O)OCC(Cl)(Cl)Cl)c1ccccc1 (stereo not drawn) | -43% | -5% | -12% | -18 | -14% | -1%
O=C(C1CCN(S(=O)(=O)c2cccc3cccnc23)CC1)N1CC=C(c2ccccc2)CC1 | 25% | ? | 3% | / | -15% | /
COCCNC(=O)c1ccc(Cl)c(S(=O)(=O)Nc2cccc(C)c2C)c1 | 4% | -1% | 6% | 35 | / | /
Cc1cccc(N2CCN(C(=O)CN3C(=O)NC4(CCCCCC4)C3=O)CC2)c1C | 49% | -3% | -17% | -8 | / | ?
CCCNC(=O)COc1ccc(-c2nn(C)c(=O)c3ccccc23)cc1 | 3% | -14% | -10% | -7 | -3% | ?
Cc1noc(C)c1COc1ccc(C(=O)OCC(=O)Nc2c(C)n(C)n(-c3ccccc3)c2=O)cc1 | 41% | -1% | -1% | -18 | 5% | 16%
CN(CCc1ccccn1)C1CCCN(S(=O)(=O)c2ccccc2)C1 (stereo not drawn) | 0% | -3% | 1% | -9 | / | -3%
Cc1cc(=O)n2nc(N3CCC(C(=O)N4CCN(C)CC4)CC3)sc2n1 | -3% | -9% | 5% | 16 | -2% | 21%

Look-ups from above.
Result for `COc1ccccc1Oc1c(C)oc2cc(OC(=O)c3ccco3)ccc2c1=O` under Giardia FBPA inh: -6%
Result for `CCCNC(=O)COc1ccc(-c2nn(C)c(=O)c3ccccc23)cc1` under Sm TGR block: -10%

Next part:
SMILES | AmpC inh no detg | AmpC inh detg | Sm TGR block | HCMV antiviral | Giardia FBPA inh | HCV inhibitor
COc1ccc(/C=C(\NC(=O)c2ccccc2)C(=O)OCC2CCCN3CCCCC23)cc1OC (stereo not drawn) | -30% | 2% | 0% | ? | 0% | 30%[activator]
CCOc1ccc(NS(=O)(=O)c2ccc3c(c2)CCN3C(=O)CCC(=O)O)cc1 | -18% | -7% | 4% | 32 | 10% | 10%
COc1cc2c(cc1OC)CN(C(=S)Nc1ccccc1Cl)CC2 | -18% | -4% | -2% | -12 | -2% | ?
O=C(Cn1c(=O)oc2ccc(Cl)cc21)NC1CCCCC1 | -5% | -8% | -1% | ? | / | 18%
Cc1cc(C(=O)NC2CCCc3c2cnn3-c2cccc(C)c2C)no1 (stereo not drawn) | 23% | ? | 0% | -97* | 3% | 11µM*
CO/N=C/C(C#N)=C/c1cc(C(=O)c2ccccc2)cn1C | -4% | 6% | 0% | -26 | -1% | 10µM*
OCC[C@H]1C[C@@H](O)[C@H](O)[C@]2(OCc3ccccc32)O1 | -15% | -5% | -10% | 0 | / | 4%
Cc1ccc(Nc2nc(-c3cccnc3)cs2)cc1C | -27% | -3% | 9% | 121 | 6% | ?
CC(=O)N(C(C)=O)n1c(/C=C/c2cccc([N+](=O)[O-])c2)nc2ccccc2c1=O | -9% | -6% | 15% | ? | 0% | 9%
COc1ccc(OC)c(S(=O)(=O)ON2C(=O)c3ccccc3C2=O)c1 | ? | 40µM* | 0.63µM* | -29 | -4% | -17%

Bioassay records: PubChem BioAssay, National Center for Advancing Translational Sciences (NCATS)
